PGK inhibitor: inhibitors of T. brucei phosphoglycerate kinase; actives 0.043% (n = 380,000); PGK/GAPDH coupled, Kinase-Glo luminescence, 60 min; AID 602233; P07378; Potency, µM (highest dose often 57.5 µM), for inactives: at the highest dose activity change, negative = inhibition, hits mostly inhibitors; also: potency is read from the fitted curve at half-maximal effect; % is scaled to controls: 0 for no effect and ±100 for the full control effect; nearly all actives have a fitted effect of over 60% in size
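Recombinant glycosomal PGK reaction used 1,3-bisphosphoglycerate generated in-well by GAPDH (100nM final) in 100mM TEA pH 7.6, 5mM MgCl2, 0.01% Tween-20. After 60 minutes at room temperature, ATP was read by Kinase-Glo Plus luminescence end-point.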
BAZ2B inh: inhibitors of human BAZ2B bromodomain; AID 504333; actives 4.4% (n = 360,000); Q9UIF8; AlphaScreen BAZ2B-H3K14Ac peptide displacement; Potency, µM (doses to about 114 µM), without a hit: at the highest dose activity change, negative = inhibition, actives largely listed as inhibitors; also: potency is read from the fitted curve at half-maximal effect; % is scaled to controls: 0 for no effect and ±100 for the full control effect; nearly all actives have a fitted effect of over 60% in size
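Multi-concentration screen (max 110 uM) measuring displacement of acetylated histone H3 peptide from BAZ2B by AlphaScreen, using 50 nM protein, 50 nM peptide and 10 ug/mL streptavidin donor plus Ni-chelate acceptor beads.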
Pin1 inhibitor: inhibitors of human Pin1; AID 504891; Pin1 FP peptide displacement, HiFluor488, 10 min; actives 0.009% (n = 390,000); Potency, µM (titrated, usually from 115 µM), inactives show at the highest dose activity, negative = inhibition, usual class: inhibitors; active = well fitted inhibition curve with a large enough effect in the polarisation, with a control signal flat, not every such curve was filed as active; inconclusive = small, poorly fitted or top-dose-only effect, or effect the other way, or a change in a side signal; inactive = no such curve, though single readings can be large or run the other way; the % refers to the polarisation; also: potency is read from the fitted curve at half-maximal effect; % is scaled to controls: 0 for no effect and ±100 for the full control effect
Target sequence (Q13526 whole entry, looked up): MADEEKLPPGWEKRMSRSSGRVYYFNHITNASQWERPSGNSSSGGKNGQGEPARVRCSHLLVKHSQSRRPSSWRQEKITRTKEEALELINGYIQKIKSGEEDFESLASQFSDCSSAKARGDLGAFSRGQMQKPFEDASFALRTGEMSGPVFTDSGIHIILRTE
GLS inhibitor: glutaminase GLS (human) inhibition. GLS enzymatic activity, qHTS titration. Potency, µM (series often up to 45.5 µM), without a hit: at the highest dose activity change, negative = inhibition, usual class: inhibitors. actives 0.21% (n = 410,000). AID 624170; also: potency is read from the fitted curve at half-maximal effect; % is scaled to controls: 0 for no effect and ±100 for the full control effect
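hKGA; 45 mM KH2PO4 pH 8.2 + 0.02% Tween-20; cpd via pin tool; 1 mM Gln soln; GluOx/HRP/Amplex Red; RT 30 min; fluor. t0 & final.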
HP1b chromo inh: blocks HP1-beta chromodomain binding to methylated histone tails; actives 0.56% (n = 390,000); Potency, µM (series often up to 114 µM), for inactives: at the top dose activity change, negative = inhibition, usual class: inhibitors; AlphaScreen HP1-beta / biotin-H3K9me3 peptide binding; also: potency is read from the fitted curve at half-maximal effect; nearly all actives have a fitted effect of over 70% in size; inactives centre near 23
Target sequence (P83916 whole entry, looked up): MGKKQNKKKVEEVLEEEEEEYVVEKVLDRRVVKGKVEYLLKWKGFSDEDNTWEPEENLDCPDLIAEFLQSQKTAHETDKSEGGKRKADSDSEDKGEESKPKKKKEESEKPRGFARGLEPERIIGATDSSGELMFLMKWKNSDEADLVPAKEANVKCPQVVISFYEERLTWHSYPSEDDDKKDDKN
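AlphaScreen: HP1-beta (50 nM) preformed 30 min with biotin-H3(1-18)K9me3 peptide (50 nM) in PBS pH 7.4, 0.01% Tween-20. Compound added for 30 min at RT, then streptavidin donor/nickel chelate acceptor beads (10 ug/mL) for 30 min.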
JMJD2A Tudor inh: JMJD2A Tudor domain (human) inhibition; actives 4.4% (n = 390,000); Potency, µM (doses to about 114 µM), without a hit: top-dose activity change, negative = inhibition, actives largely listed as inhibitors; AlphaScreen JMJD2A-Tudor / H3K4me3 peptide binding; also: potency is read from the fitted curve at half-maximal effect; % is scaled to controls: 0 for no effect and ±100 for the full control effect; nearly all actives have a fitted effect of over 50% in size
G9a block: inhibitors of human histone lysine methyltransferase G9a | Potency, µM (top dose mostly 102 µM), for the others: at the highest dose activity, negative = inhibition, hits mostly inhibitors | AID 504332 | G9a H3K9 monomethylation, AlphaScreen, 2 h | actives 8.8% (n = 350,000) | Q96KQ7; also: potency is read from the fitted curve at half-maximal effect; % is scaled to controls: 0 for no effect and ±100 for the full control effect; nearly all actives have a fitted effect of over 75% in size
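Compounds were preincubated with 20 nM G9a for 15 min, after which biotinylated H3K9 peptide (500 nM) and SAM (20 uM) started a 2 h room-temperature reaction. Monomethylated product was quantified by antibody-based AlphaScreen chemiluminescence.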
PI4K2A block: inhibitors of human PI4K2A; activity change, negative = inhibition, % at 76.9 µM; actives 0.13% (n = 420,000); purified PI4K2A, ADP-Glo luminescence, 1 h; active compounds read low; in the data active = activity change below about -50%; inconclusive = mostly about -30% to -49%;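 also: -100% = wells without enzyme as full effect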
Target sequence (Q9BTU6 whole entry, looked up): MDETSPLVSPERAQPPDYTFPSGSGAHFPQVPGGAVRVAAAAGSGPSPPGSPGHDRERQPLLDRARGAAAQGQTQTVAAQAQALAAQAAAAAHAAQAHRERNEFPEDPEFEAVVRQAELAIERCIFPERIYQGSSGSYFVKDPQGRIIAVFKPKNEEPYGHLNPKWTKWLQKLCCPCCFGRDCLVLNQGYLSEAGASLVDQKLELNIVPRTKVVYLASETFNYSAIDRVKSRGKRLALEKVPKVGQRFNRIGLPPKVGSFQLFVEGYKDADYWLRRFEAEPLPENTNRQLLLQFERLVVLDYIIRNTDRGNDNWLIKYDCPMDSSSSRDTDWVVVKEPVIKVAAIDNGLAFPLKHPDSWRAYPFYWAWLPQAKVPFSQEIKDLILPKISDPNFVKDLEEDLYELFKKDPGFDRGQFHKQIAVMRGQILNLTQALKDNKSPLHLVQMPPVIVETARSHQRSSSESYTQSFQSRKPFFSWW
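Compounds are screened against recombinant PI4K2A using PI as substrate and ATP, the latter dispensed at 300 microM. Reactions run one hour at ambient temperature before ADP-Glo detection; full inhibition defined by wells lacking enzyme.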
ERG-DNA inh: inhibitors of human ERG Ets domain-DNA interaction; P11308; fluorescence polarization, His-ERG Ets domain / labelled DNA; Potency, µM (doses to about 76.9 µM), without a hit: top-dose FP activity, negative = inhibition, actives largely listed as inhibitors; actives 0.028% (n = 370,000); AID 624246; active = well fitted inhibition curve with a large enough effect in the polarisation, with a control signal flat; inconclusive = small, poorly fitted or top-dose-only effect, or effect the other way, or a change in a side signal; inactive = no such curve, though single readings can be large or run the other way; the % refers to the polarisation;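 also: polarization taken with two DNA probes labelled with fluorescein and Texas red; potency is read from the fitted curve at half-maximal effect; % of control where 0% means no effect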
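His-tagged ERG Ets domain (1 uM in the protein solution; 300mM KCl, 50mM Tris-HCl, 1mM EDTA, 1mM DTT, pH 7.5) received compound, then a probe mix of 5 nM fluorescein-DNA and 100nM Texas-615-DNA. Fluorescence polarization was read for both dyes.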
* hit, by the source's call; i = inactive; ? = inconclusive; · = no result given; [ ] = remark or other dose. Unless noted, calls follow the shape of the dose curve; as a rule, active = well fitted curve in the direction sought with a large enough effect; inconclusive = small, poorly fitted or top-dose-only effect, or another doubt; inactive = no such curve, though single readings can be large; an effect the other way counts as inactive or inconclusive.

SMILES	PGK inhibitor	BAZ2B inh	Pin1 inhibitor	GLS inhibitor	HP1b chromo inh	JMJD2A Tudor inh	G9a block	PI4K2A block	ERG-DNA inh
Cc1ccc(C)c(OCc2cc(C(=O)N3CCC(N4CCCC(O)C4)CC3)no2)c1 (stereo unspecified)	-2.8%	-21.6%	-7.4%	2.5%	8.2%	-33.3%	?	-3.4	-11.5%
Cc1nc(C(=O)NNC(=O)c2ccc(Cl)cc2)cs1	-0.5%	1.3%	-6.4%	2.6%	24.2%	-10.3%	?	5.6	-0.2%
COc1ccc(C)cc1S(=O)(=O)N1CCN(C(=O)c2ncoc2-c2ccc(F)cc2)CC1	-7.6%	-4.7%	-9.7%	0.0%	-1.7%	-7.4%	1.2%	-1.5	6.5%
COc1ccc(S(=O)(=O)N(C)CC(=O)Nc2ccc(C(N)=O)cc2)cc1OC	4.6%	·	0.3%	3.5%	37.2%	-10.1%	-41.9%	1.2	1.1%
O=C(Cc1c(F)cccc1Cl)NCCc1c[nH]c2ccccc12	2.2%	-37.7%	0.5%	18.3%	-9.5%	-22.1%	-5.9%	9.0	-10.4%
N#Cc1ccsc1NC(=O)COC(=O)c1ccc(Br)o1	-8.0%	·	6.2%	-3.9%	-3.1%	?	·	-18.5	7.2%
CCOC(=O)/C=C1\SCC(=O)N1CC(=O)NCc1cccc(Cl)c1	i	2.5%	18.4%	-11.9%	36.9%	13.3%	-8.9%[59 µM]	-12.7	7.6%
CCN(CC)S(=O)(=O)c1cc(NC(=O)COc2ccc(C#N)cc2OC)ccc1C	-12.6%	8.5%	6.9%	-3.8%	40.0%[activator]	-13.5%	23.3%[59 µM]	3.0	-1.4%
O=C(CSc1nnc(COc2ccc(F)cc2)o1)N1c2ccccc2CCc2ccccc21	-3.6%	10.3%	10.1%	-8.5%	18.0%	-16.5%	51.3%[59 µM]	1.7	-8.8%
COc1ccc(-n2c(SCC(=O)Nc3ccc(C(=O)O)cc3)nnc2-c2ccccc2)cc1OC	3.3%	56.2µM*	1.2%	-0.9%	47.1%[activator]	-18.4%	?	0.3	0.7%
CCN(CC)c1nc(OCCNC(=O)Nc2ccccc2)nc(N(CC)CC)n1	-10.6%	-2.7%	-1.8%	10.5%	15.2%	-16.9%	?	2.8	1.9%
O=C(CCC(=O)Nc1ccccc1Cl)NNC(=O)Nc1cccc([N+](=O)[O-])c1	1.6%	-9.2%	2.0%	18.2%	2.8%	-5.1%	·	0.7	4.8%
O=C(Nc1nncs1)C12CC3CC(CC(C3)C1)C2	-3.5%	4.6%	-0.1%	1.1%	68.0%[activator]	-6.1%	-0.3%[2.33 µM]	6.4	-6.6%
Cc1cccc(OCC(=O)Nc2ccc3oc(-c4ccccc4F)nc3c2)c1	·	-20.7%	24.4%	9.6%	32.2%[activator]	-14.9%	-9.9%[59 µM]	-3.7	-0.9%
CN1C(=O)/C(=C/C=C2\SCCN2C)OC1=S	7.2%	-11.5%	?	4.8%	17.8%	-15.4%	?	2.0	-7.0%
Cc1cc(C)c2sc(N(Cc3cccnc3)C(=O)CCOc3ccccc3)nc2c1	i	-9.1%	7.9%	-5.0%	43.5%[activator]	-23.4%	4.0%[59 µM]	-3.2	-0.8%
COCCn1c(SCC(=O)Nc2ccc(OC)cc2)nnc1-c1ccoc1C	3.3%	-16.8%	-5.2%	1.7%	12.3%	1.8%	6.2%	-4.2	-3.9%
O=C(Nc1nc(-c2ccccn2)cs1)C1COc2ccccc2O1 (stereo unspecified)	-2.0%	20µM*	-2.1%	11.6%	44.4%[activator]	56.2µM*	-2.9%[59 µM]	-4.1	-2.8%
CC(=O)Nc1ccccc1NC(=O)C/C(C)=N/NC(=O)Cc1cccc2ccccc12	-1.5%	-32.8%	0.3%	-3.4%	27.9%	-8.3%	24.2%	3.1	-20.0%
CCC(=O)NC(Nc1nc(C)cs1)(C(=O)OC)C(F)(F)F (stereo unspecified)	1.0%	-0.5%	-2.0%	22.0%	34.3%	-7.1%	6.8%	-0.8	-6.8%
CC(=O)c1ccc(N2CCN(C(=O)c3cc(C)on3)CC2)cc1	i	10.7%	-8.6%	-3.7%	28.3%	-7.0%	-24.5%[59 µM]	2.2	4.8%
COCCn1cc(C(=O)N2CCC(C)CC2)c2c3ccccc3n(C)c2c1=O	-0.9%	-3.2%	5.4%	-1.2%	-10.5%	-19.7%	-37.8%	-5.7	5.3%
CC1CC(C)CN(CCCNC(=O)c2cc3c(=O)[nH]c4ccccc4c3n2C)C1 (stereo unspecified)	1.4%	14.5%	-5.3%	8.7%	-20.0%	-10.9%	?	4.3	-12.1%
COc1cccc(C2CC(c3cccc(Br)c3)n3nc(N)nc3N2)c1 (stereo unspecified)	-8.5%	-12.6%	2.0%	14.9%	38.4%	-25.7%	?	1.3	-4.9%
Cc1ccc(Cn2c(=O)cc(C(=O)O)c3ccccc32)cc1	12.9%	-6.6%	1.6%	2.6%	39.2%[activator]	-7.7%	4.6%	-5.6	-0.9%
CCOC(=O)c1c(C)c(C(=O)OCC)n(C)c1C	-0.7%	-7.1%	-9.2%	-8.7%	-15.2%[57 µM]	?	-8.3%[2.33 µM]	8.8	-9.8%
Cc1ccc(-n2ccnc(SCC(=O)NC3CCCC3)c2=O)cc1Cl	-4.6%	-4.8%	0.2%	1.7%	50.0%[activator]	-14.5%	-31.7%	-7.0	7.5%
CC(C)(C)OC(=O)N[C@@H](Cc1ccccc1)C(=O)N1CCC(C(=O)NCC(=O)O)CC1	-4.8%	1.7%	0.5%	-11.3%	23.1%	-4.5%	-1.8%	2.6	-0.9%
O=C(Cc1c(F)cccc1Cl)Nc1ncc([N+](=O)[O-])s1	-7.8%	?	3.3%	4.4%	-9.8%	-26.1%	·	-3.9	11.9%
COc1ccc(OC)c(NC(=O)CN2C(=O)NC3(CCCc4ccccc43)C2=O)c1 (stereo unspecified)	8.8%	-27.5%	3.3%	8.3%	22.0%	-27.5%	?	0.6	-12.5%
O=C(Nc1nccs1)c1cccc(N2C(=O)C3C4C=CC(C4)C3C2=O)c1 (stereo unspecified)	-1.3%	-0.7%	0.6%	5.0%	11.2%	-23.3%	-7.5%[59 µM]	-5.9	-6.6%
Cc1ccc(C)c(NC(=S)N/N=C/C(C)c2ccccc2)c1 (stereo unspecified)	-2.8%	?	-4.1%	-16.6%	28.1%	-10.6%	35.5µM*	0.9	-5.7%
Clc1ccccc1Cn1nnc(-c2ccccc2)n1	i	221.3%[activator]	-4.9%	-3.3%	67.0%[activator]	23.4%	344.0%[activator]	-2.5	-1.8%
Cc1nn(CC(=O)NC2(C#N)CCCCC2)c(C)c1[N+](=O)[O-]	-2.7%	0.9%	-4.5%	3.1%	51.9%[activator]	-11.5%	-8.4%[12.7 µM]	6.6	-14.0%
COc1cc(NC(=O)CCNS(=O)(=O)c2ccc3c(c2)CCC(=O)N3)cc(OC)c1	i	5.9%	3.1%	9.7%	-1.9%	-13.0%	-0.9%	-7.8	3.9%
Cc1c(-n2c(SCC(=O)O)nnc2-c2ccccc2Br)c(=O)n(-c2ccccc2)n1C	-7.5%	-0.8%	0.2%	13.1%	42.8%[activator]	-13.2%[11.4 µM]	-6.6%[12.7 µM]	-3.6	-9.2%
O=C(CNc1ccc2ccccc2c1)N/N=C/C=C/c1cccc([N+](=O)[O-])c1	-7.9%	89.1µM*	9.4%	4.4%	15.8%	?	3.16µM*	1.2	-4.3%
Cc1cccc(NCc2ccccc2O)n1	-9.9%	2.2%	3.5%	30.3%[activator]	38.3%[activator]	-6.7%	?	-2.0	8.8%
CCN(CC(=O)Nc1ccc(OC)cc1)C(=O)CSCc1ccc(C)cc1	-6.1%	-0.4%	-9.4%	3.2%	26.8%	-15.4%	-8.2%[12.7 µM]	-5.4	0.7%
CSc1ccc(C(=O)C2CCCN(C(=O)CCn3cncn3)C2)cc1 (stereo unspecified)	5.3%	-16.6%	-2.4%	3.1%	28.3%	2.2%	-4.3%	-5.4	4.5%
CSc1nc(N)n2nc(-c3ccc(Cl)cc3)cc2n1	-11.4%	7.8%	6.1%	-0.9%	29.1%	7.6%	·	?	-1.2%
CCOC(=O)c1cnn(-c2nc(SC)nc3sc4c(c23)CCC4)c1N	-2.8%	-19.9%	?	4.8%	47.3%[activator]	3.3%	?	-0.9	0.1%
CCn1c(SCC(=O)Nc2ccccc2F)nnc1-c1cnccn1	-4.7%	1.7%	-0.9%	0.4%	58.0%[activator]	-16.4%	27.6%	2.5	-1.8%
Cc1cc(=O)[nH]c2c(C)cc(S(=O)(=O)N3CCOCC3)cc12	-8.8%	·	0.0%	-4.5%	24.8%	4.3%	·	-12.7	-2.4%
COC(=O)COc1ccc(S(=O)(=O)N2CCOCC2)cc1C	i	-0.7%	3.3%	-2.2%	35.9%	-0.7%	-3.3%[59 µM]	-0.4	5.2%
O=C(/C=C/c1cn(-c2ccccc2)nc1-c1ccc2c(c1)OCCO2)NCCO	i	-29.7%	2.9%	-3.7%	-16.7%	-18.1%	-0.3%	-6.2	15.9%

Shown as a hit in JMJD2A Tudor inh, of those listed so far:
SMILES	PGK inhibitor	BAZ2B inh	Pin1 inhibitor	GLS inhibitor	HP1b chromo inh	JMJD2A Tudor inh	G9a block	PI4K2A block	ERG-DNA inh
O=C(Nc1nc(-c2ccccn2)cs1)C1COc2ccccc2O1 (stereo unspecified)	-2.0%	20µM*	-2.1%	11.6%	44.4%[activator]	56.2µM*	-2.9%[59 µM]	-4.1	-2.8%

Not a hit list; about 11% have a hit in one of these screens.
